# Pf growth 48h: Primary qHTS for delayed death inhibitors of the malarial parasite plastid, 48 hour incubation; Potency, µM (series often up to 28.7 µM), without a hit: at the highest dose activity change, negative = inhibition, actives largely listed as inhibitors; P. falciparum luciferase growth in erythrocytes, 48 h; hit rate 5.9% among 310,000; AID 504832, 2011; note: potency is the fitted concentration of half-maximal effect; % is set by controls: 0 for no effect and ±100 for the full control effect
#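 First compound was added to culture medium, then infected red cells at 0.1% parasitemia and 2% hematocrit (final). After incubation at 37 C under 5% CO2, luciferase detection reagent was dispensed and light output recorded.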
# Cycloheximide cs: Cycloheximide Counterscreen for Small Molecule Inhibitors of Shiga Toxin; cell reporter, cycloheximide protein synthesis inhibition counterscreen; max response, %; AID 2314, 2010; hit rate 12% among 300,000; in the data active = max response mostly above about 13%, no sharp cut-off; inactive = mostly below about 14%; note: read at 38.3 µM for the half of the compounds with a filed dose; 0% is about no effect
# Giardia FBPA inh: qHTS Assay for Inhibitors of Fructose-1,6-bisphosphate Aldolase from Giardia Lamblia; AID 2451, 2010; purified Giardia FBPA; A8B2U2; Potency, µM (series often up to 59.6 µM), inactives show top-dose activity, negative = inhibition, hits mostly inhibitors; hit rate 0.71% among 290,000; note: potency is the fitted concentration of half-maximal effect; % is set by controls: 0 for no effect and ±100 for the full control effect; nearly all actives have a fitted effect of over 55% in size
# Target sequence (A8B2U2 whole entry, looked up): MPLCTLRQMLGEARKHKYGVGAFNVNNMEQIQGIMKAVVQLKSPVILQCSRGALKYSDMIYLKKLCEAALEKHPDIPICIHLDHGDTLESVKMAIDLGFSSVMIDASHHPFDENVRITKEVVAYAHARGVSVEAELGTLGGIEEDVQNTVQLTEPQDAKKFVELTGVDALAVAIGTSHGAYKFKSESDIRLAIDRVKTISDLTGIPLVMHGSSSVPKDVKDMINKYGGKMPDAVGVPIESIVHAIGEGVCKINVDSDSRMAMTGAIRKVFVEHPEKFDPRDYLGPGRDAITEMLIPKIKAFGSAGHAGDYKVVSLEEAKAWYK
#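 Giardia FBPA (40 nM reagent) was preincubated 10 min at RT with compound (up to 57.5 uM final), then substrate plus GAPDH/TPI/NAD/arsenate coupling system with diaphorase/resazurin was added; resorufin fluorescence (525/598 nm) was read after 20 min.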
# Shiga toxin inh: A qHTS for Small Molecule Inhibitors of Shiga Toxin; Vero cells, Shiga toxin protein synthesis inhibition reporter; inhibition, % at 38.7 µM; hit rate 9.2% among 290,000; AID 2315, 2010; in the data active = inhibition mostly above about 28%, no sharp cut-off; inactive = mostly below about 43%; note: 0% is about no effect
# HCV inh: qHTS Assay for Inhibitors of Hepatitis C Virus (HCV). AID 651820, 2012. Huh7.5.1 HCVcc-Cre infection, luciferase reporter, 44 h. hit rate 3.4% among 340,000. Potency, µM (highest dose often 41.8 µM), for inactives: at the highest dose activity change, negative = inhibition, hits mostly inhibitors; note: potency is the fitted concentration of half-maximal effect; % is set by controls: 0 for no effect and ±100 for the full control effect
#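 Infectious HCV cell culture screen: compound-treated cells (1,000/well, pre-plated 4 h) are infected with HCVcc-Cre at roughly 0.5 moi and grown 44 h. Infection is quantified by luciferase signal after 15 min substrate incubation at room temperature.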
# Pf growth 96h: Primary qHTS for delayed death inhibitors of the malarial parasite plastid, 96 hour incubation; P. falciparum luciferase reporter growth, 96 h; Potency, µM (doses to about 28.7 µM), for the others: at the top dose activity change, negative = inhibition, actives largely listed as inhibitors; hit rate 6.9% among 320,000; AID 504834, 2011; note: potency is the fitted concentration of half-maximal effect; % is set by controls: 0 for no effect and ±100 for the full control effect
#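 Plates of compound plus infected erythrocytes (2% hematocrit, 0.05% parasitemia final) incubate 96 hours, 37 C, 5% CO2. Detection reagent added; reduced luminescence from the parasites' luciferase reporter flags inhibition.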
# The depositor's hits bear a star; ? = inconclusive; . = no result given; & = joins results of further samples; [ ] = remark or other dose. Unless noted, calls come from the whole dose curve; as a rule, active = well fitted curve in the direction sought with a large enough effect; inconclusive = small, poorly fitted or top-dose-only effect, or another doubt; inactive = no such curve, though single readings can be large; an effect the other way counts as inactive or inconclusive.
SMILES,Pf growth 48h,Cycloheximide cs,Giardia FBPA inh,Shiga toxin inh,HCV inh,Pf growth 96h
CC(C)(C)NC(=O)CCn1nc(-c2ccc(Cl)cc2)c2ccccc2c1=O,?,-2,3%,11,?,?
Cc1cccc(N2C(=O)N3[C@H](c4ccc(Cl)cc4)[C@@H]4C(=O)N(C5CCCCC5)C(=O)[C@@H]4[C@]3(Cc3ccc(Cl)cc3)C2=O)c1,?,-3,-1%,-11,41%[activator],?
COc1cccc(=O)c2c(C)n(C)c(C)c12,6%,1,?,-6,?,377%[activator]
CC(=O)N(CCCN(C)C)CCC(C)CCC=C(C)C (configuration not stated),0%,-7,0%,-10,?,183%[activator]
Cc1ccc(S(=O)(=O)NC2c3cccc4cccc(c34)C2Sc2n[nH]c(N)n2)cc1 (configuration not stated),?,-4,1%,-3,?,?
Cc1cc(Br)ccc1NC(=O)CN(C)C(=O)CCSc1ccc(F)cc1,7%,.,.,.,?,?
CCOc1ccccc1NC(=O)Cn1cnc2c(cnn2-c2ccc(C)c(C)c2)c1=O,-11%,-1,2%,-12,15%,?
CCOc1ccccc1NC(=O)CSc1nnc(-c2cnccn2)n1C,-1%,-3,-19%,-24,-7%,1.9µM*
CCOC(=O)COc1ccc(S(=O)(=O)Nc2ccc(C)cc2)cc1,17%,-8,-4%,-15,-3%,.
COc1cc(CNc2ccc3[nH]c(=O)[nH]c3c2)ccc1OCc1ccc(F)cc1Cl,14%,14,-5%,31*,?,19%
CCN1CCN(C(=O)c2ccc(C)c(S(=O)(=O)Nc3cccc(C)c3)c2)CC1,16%,-4,.,-15,7%,-7%
CCOC(=O)C1CCCN(Cc2cccc(Cl)c2)C1 (configuration not stated),79%[activator],9,-18%,-6,7%,.
COc1ccc(-c2nn(-c3ccccc3)cc2/C=C/C(=O)OCC(=O)Nc2ccccc2C#N)cc1,3%,-3,3%,7,?,2%
Cc1ccc(-c2nc(C#N)c(NCCCn3ccnc3)o2)cc1,?,17*,8%,38,4%,237%[activator]
CN1C2CCC1CC(OC(=O)c1ccc(Cl)cc1)(C(=O)O)C2 (configuration not stated),26%,-5,-2%,-2,1%,-11%
O=c1[nH][nH]c(-c2ccccc2O)c1C(C[N+](=O)[O-])c1cccc(Cl)c1 (configuration not stated),-10%,-1,?,-6,27%,-19%
Cc1ccc(/C=C/C(=O)O)cc1S(=O)(=O)NCC1CCCO1 (configuration not stated),-9%[1.15 µM],-4,19%,-5,1%,?
CCOC(=O)c1nnc(-c2ccccc2)nc1NCc1ccccc1,?,-1,3%,-8,6%,-4%
Cc1ccc(CNC(=O)C2CCN(S(=O)(=O)N3CCC4(CC3)OCCO4)CC2)cc1,-10%,-5,-1%,-12,18%,?
C/C(CC(=O)N1CCN(C=O)CC1)=N\NC(=O)c1ccc(Br)cc1,0%,8,-5%,36,6%,?
CN(C)CC(C)(C)CNC(=S)Nc1cc(S(=O)(=O)N2CCOCC2)ccc1Cl,5%,1,0%,-15,-1%,-3%
CN(C)S(=O)(=O)c1cccc(C(=O)NC2CCCc3ccccc32)c1 (configuration not stated),.,-1,-2%,-14,-9%,-56%
O=C1C2C3C=CC(C3=C3CCCCC3)C2C(=O)N1Cc1ccccc1 (configuration not stated),?,-1,9%,-6,9%,?
C=CCCCOc1ccc(C(=O)O)cc1,23%,3,?,19,-12%,16%
Cc1ccc(NC(=O)[C@H](C)NC(=O)C2CCN(C(=O)[C@@H](N)CC(C)C)CC2)cc1,5%,14,-6%,15,9%,0%
O=c1ccn(Cc2ccccc2)c(=O)n1Cc1ccccc1,?,-3,4%,-12,13%,25%
COc1ccc(Nc2nc(NCc3ccco3)nc(N3CCOCC3)n2)cc1,?,1,-6%,-11,?,?
O=C(NCc1ccccc1Cl)C1CCCN1S(=O)(=O)c1ccc(F)cc1 (configuration not stated),-18%,-4,-8%,-13,-12%,?
CCc1nnc(NC(=O)CSc2nc(-c3ccccc3)cc(-c3ccc(F)cc3)c2C#N)s1,28%,12,5%,23,?,100%[activator]
Cc1nc(N2CCN(C)CC2)c2c3c(sc2n1)CCCC3,?,1,9%,-10,-16%,2%
Cn1c(CCC(N)=O)nnc1SCC(=O)Nc1cc(S(=O)(=O)N2CCCC2)ccc1Cl,36%[activator],.,.,.,16%,66%[activator]
CCCCCC[N+](=O)[O-],33%[activator],.,.,.,-4%,43%[activator]
O=C1NC2(O)C(=O)c3ccccc3C2(O)N1 (configuration not stated),2%,-5,-4%,19,-3%,3%
Cc1ccc(NC(=O)C2CCCN2S(=O)(=O)c2ccc3c(c2)CCC(=O)N3)cc1Cl (configuration not stated),.,-3,1%,-12,-22%,-16%
COC(=O)CCC(=O)NC(=S)Nc1ccc(S(=O)(=O)Nc2cc(C)on2)cc1,-23%,-1,-13%,-2,14%,-14%
O=C(c1ccc(O)c(Cl)c1)N1CCN(S(=O)(=O)c2ccccc2)CC1,-6%,-3,.,3,21%,-2%
CC(C)CCNC(=O)c1ccc(Cl)c(NC(=O)Cc2ccccc2)c1,?,16,8%,45*,-17%,?
Cc1ccc2c(C(=O)CN3CCSCC3)c(C)[nH]c2c1,3%,1,-6%,-16,?,-7%
CCN1CCN(c2nc3ccccc3nc2C(C#N)S(=O)(=O)c2ccc(C)c(C)c2)CC1 (configuration not stated),.,-1,-1%,-7,9%,18%
COc1ccccc1Oc1nc(-c2ccccc2)cc(C)c1S(C)(=O)=O,2%,-3,1%,-15,?,6%
COc1ccc(C2Nc3cccc4cccc(c34)N2)cc1Br,10µM*,1,-20%,-3,-29%,?
CCOC(=O)c1cccc(NC(=O)CSc2nnc(-c3ccncc3)n2CCCOC)c1,-21%,-2,-4%,-12,-15%,?
O=C(NCc1ccccn1)[C@@H]1C[C@H]1[C@@H](NP(=O)(c1ccccc1)c1ccccc1)c1ccccc1,-6%,-4,3%&7%,22,32%[activator],?
Cc1cccc(OCc2nnc(SCC(=O)N3CCc4ccccc43)n2C)c1,?,-2,10%,-4,-26%,?
CCC1CCCCN1CCCNC(=O)Cn1cnc2sc(C)c(S(=O)(=O)N3CC(C)CC(C)C3)c2c1=O (configuration not stated),?,-4,3%,-3,?,2%
NC(=O)c1ccsc1NC(=O)COC(=O)c1ccc(Cl)cc1,0%,.,.,.,-24%,-7%
CC(C)c1ccc(CNC(=O)C2CCCN2S(=O)(=O)c2ccccc2)cc1 (configuration not stated),?,4,-1%,-11,?,?
CCn1nc(C)c(C2C(C#N)=C(N)OC3=C2C(=O)CCC3)c1C (configuration not stated),-6%,-1,-5%,23,19%,-14%
CC1(C)CC(=O)C(C=NCCN2CCN(CC(=O)Nc3ccc(Cl)cc3)CC2)=C(O)C1,-6%,7,3%,-1,13µM*,20%
COC(=O)/C=C1\SC(N2CCOCC2)=C(c2ccc(OC)cc2)C1=O,?,-5,-6%,-6,0%,-29%
Cc1ccc(N2C(=O)CC(SCC(=O)Nc3ccc(S(N)(=O)=O)cc3)C2=O)cc1 (configuration not stated),148%[activator],64*,10%,154*,-2%,298%[activator]
CCn1cc(C2CC(=O)NC2=O)c2ccccc21 (configuration not stated),-14%,0,1%,-10,10%,-12%
CNC(=S)N1N=C(c2ccc(C)cc2)CC1c1ccc(Br)cc1 (configuration not stated),.,16,-5%,17,?,?
c1c2c(cc3sc(N4CCOCC4)nc13)OCO2,0%,43*,-5%[12.9 µM],56*,-9%,21%
COCCOCCn1c(/C=C/c2ccccc2)nc2ccccc21,0%,20*,?,28,3%,-7%
COc1ccccc1CN(C)C(=O)CSc1nnc(C2CC2)n1C1CC1,-10%,.,.,.,7%,?
COc1ccc(N2C(=O)CC(n3cnc4ccccc43)C2=O)cc1 (configuration not stated),.,-6,0%,-4,-2%,?
O=C(NCc1cc([N+](=O)[O-])ccc1O)c1cccc(NS(=O)(=O)c2ccccc2)c1,-16%,-4,.,-18,.,?
COc1ccc(Nc2nc3ccc(C)cn3c(=O)c2/C=N/O)cc1,1%,-3,5%,8,-1%,?
Cc1nc(NC2=NCN(CCc3ccccc3)CN2)nc2ccccc12,?,-1,-2%,20,10%,.

# Record cards, as listed above. Values in the order: Pf growth 48h, Cycloheximide cs, Giardia FBPA inh, Shiga toxin inh, HCV inh, Pf growth 96h
# `COCCOCCn1c(/C=C/c2ccccc2)nc2ccccc21` in the list: 0%, 20*, ?, 28, 3%, -7%
# `COC(=O)/C=C1\SC(N2CCOCC2)=C(c2ccc(OC)cc2)C1=O` in the list: ?, -5, -6%, -6, 0%, -29%
# `O=C(NCc1cc([N+](=O)[O-])ccc1O)c1cccc(NS(=O)(=O)c2ccccc2)c1` in the list: -16%, -4, ., -18, ., ?
# `CCn1nc(C)c(C2C(C#N)=C(N)OC3=C2C(=O)CCC3)c1C` (configuration not stated) in the list: -6%, -1, -5%, 23, 19%, -14%

# Going on with the list:
SMILES,Pf growth 48h,Cycloheximide cs,Giardia FBPA inh,Shiga toxin inh,HCV inh,Pf growth 96h
Cc1ccc(S(=O)(=O)N/N=C/c2ccccc2F)cc1[N+](=O)[O-],48%[activator],2,-25%,-5,6%,155%[activator]
CC(=O)c1c(O)c2ccccc2n(Cc2ccccc2)c1=O,?,-1,-14%,21,-30%,13µM*
COc1cccc(OC)c1OCCCSc1nc(C)cc(=O)[nH]1,-10%,6,-9%,-6,-3%,?
COCCn1c(SCC(=O)NC(=O)NCc2ccccc2)nc2ccccc21,-7%,2,0%,-5,-10%,7%[5.75 µM]
Cc1ccc(NC(=O)CSc2nnc(N)s2)c([N+](=O)[O-])c1,0%,17,-8%,48,19%,12%
CC(=O)c1cccc(NC(=O)CC2CCCC2)c1,12%,1,1%,47,-6%,20%
Cc1ccc(S(=O)(=O)N2CCN(C(=O)C(F)(F)F)C2c2ccc(N(C)C)cc2)cc1 (configuration not stated),33%[activator],-7,.,-9,-1%,13µM*
O=C(Nc1nc(-c2ccc(S(=O)(=O)N3CCCCCC3)cc2)cs1)c1ccccc1,.,-5,-2%,-4,?,1%
CCOc1ccc(NC(=O)c2ccc(Br)o2)c([N+](=O)[O-])c1,49%[activator],7,0%,26,-11%,68%[activator]
O/C(=C\c1ccc2ccccc2n1)c1ccc(O)cc1O,365%[activator],33*,-1%,39*,-28%,.
O=C(CCc1nnc2ccc(N3CCCC3)nn12)Nc1cc(F)ccc1F,10%,-9,.,1,5%,18%
CCOC(=O)c1c(NC(=O)CSc2nnc(Cc3ccccc3)o2)sc(C)c1C,?,-3,-1%,-9,?,?
COc1ccc(-c2nc(CS(=O)CC(=O)NCc3ccc(C)cc3)c(C)o2)cc1OC (configuration not stated),-12%,2,-6%,8,-22%,11%
COc1ccc(CCNC(=O)CSCc2ccc([N+](=O)[O-])cc2)cc1OC,-11%,-2,1%,-4,-16%,33%[activator]
CCOCCc1nnc(NC(=O)C2CC(=O)N(c3ccc(OCC)cc3)C2)s1 (configuration not stated),19%,-4,-3%,1,19%,?
CCOc1ccc(NC(=O)c2ccc(CSc3nnnn3C)cc2)cc1,26%,20*,4%,40,-11%,?
O=C(c1ccc(S(=O)(=O)Nc2ccccc2F)cc1)N1CCN(c2ccccc2O)CC1,?,.,.,.,0%,?
Cn1cc(S(=O)(=O)CC(=O)Nc2ccc(Br)cc2)c2ccccc21,.,-4,?,-13,-4%,-23%
CCCn1cc(S(=O)(=O)c2ccc(C)cc2)c(=O)c2cc(OCC)ccc21,-7%,-3,.,4,-1%,33%[activator]
CCN(CC(=O)NCc1cccs1)CC(=O)Nc1c(Cl)ccc(C)c1Cl,4%,.,.,.,?,23%

# Screens (PubChem BioAssay)
